FLuc modulator = firefly luciferase modulation, counter-screen for miR-21 project. P08659. purified FLuc, Km substrates, luminescence inhibition. Potency, µM (doses to about 57.5 µM), for inactives: at the highest dose activity change, negative = inhibition, usual class: inhibitors. actives 6.9% (n = 360,000);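 further: plate controls were vehicle for no effect and reference inhibitor for full effect; nearly all actives have a fitted effect of over 55% in size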
Target sequence (P08659 whole entry, looked up): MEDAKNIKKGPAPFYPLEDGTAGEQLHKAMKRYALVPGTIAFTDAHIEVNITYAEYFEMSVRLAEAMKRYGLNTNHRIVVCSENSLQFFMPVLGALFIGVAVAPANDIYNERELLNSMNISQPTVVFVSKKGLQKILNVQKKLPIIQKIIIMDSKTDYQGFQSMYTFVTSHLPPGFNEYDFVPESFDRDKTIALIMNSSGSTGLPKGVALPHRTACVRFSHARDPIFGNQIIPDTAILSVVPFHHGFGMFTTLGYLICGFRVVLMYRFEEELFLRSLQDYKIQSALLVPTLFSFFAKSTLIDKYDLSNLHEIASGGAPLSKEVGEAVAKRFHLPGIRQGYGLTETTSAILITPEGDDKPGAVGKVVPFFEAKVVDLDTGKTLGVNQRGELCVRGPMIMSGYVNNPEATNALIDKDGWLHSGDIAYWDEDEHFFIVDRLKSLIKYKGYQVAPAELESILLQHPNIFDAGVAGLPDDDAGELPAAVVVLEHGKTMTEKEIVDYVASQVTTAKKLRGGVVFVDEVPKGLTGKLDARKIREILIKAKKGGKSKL
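Biochemical qHTS of compounds, final roughly 60 µM downward over six points, against 10 nM purified firefly luciferase using Km concentrations of substrates (10 uM D-luciferin, 10 uM ATP) in Tris acetate pH 7.5 buffer; luminescence output.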
Rab9 prom act = Rab9 promoter activation. Huh7 Rab9 promoter-luciferase reporter, luminescence, 24 h. Potency, µM (titrated, usually from 9.22 µM), without a hit: top-dose activation, negative = inhibition, most hits filed as activators. actives 2.8% (n = 320,000). AID 485297; further: % of control where 0% means no effect; nearly all actives have a fitted effect of over 60% in size
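Promoter activation is measured as luciferase luminescence in Huh7 cells stably transfected with a Rab9 promoter–luciferase construct, following 24 h compound exposure at 37 °C and 10 min reagent incubation at ambient temperature.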
BRCA1 expr act = increases BRCA1 expression; MCF7-BRCA1-FFLuc reporter, luminescence, 48 h; response scale: scaled: vehicle 0%, 10 µM genistein 100%; actives 1.1% (n = 380,000); AID 624202; Potency, µM (titrated, usually from 46.1 µM), for the others: top-dose activation, actives largely listed as activators; further: nearly all actives have a fitted effect of over 80% in size; some results filed as inactive show a strong effect at the top dose
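Using MCF7 cells harboring a BRCA1 firefly luciferase reporter, plated 2 h before compound pinning, the screen measured luminescence after 48 h incubation. Responses were normalized to DMSO and 10 microM genistein, then fitted for concentration-effect.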
ELG1 genotox = induces genotoxicity in HEK293T cells with luciferase-tagged ELG1; actives 1.3% (n = 330,000); AID 504466; HEK293T ELG1-luciferase reporter, luminescence, 16 h; Potency, µM (series often up to 46 µM), for inactives: top-dose activity change, positive = activation, actives largely listed as activators; further: % of control where 0% means no effect; nearly all actives have a fitted effect of over 60% in size
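Reporter readout depends on ELG1 protein level, which increases with genetic stress. After 16 hr compound exposure at 37 °C, luciferase activity was quantified using ONE-Glo.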
p53 reactivator = restores transcriptional activity of mutant p53. H1299 p53-A138V BP100-luciferase reporter, luminescence, 24 h. actives 0.063% (n = 320,000). AID 504706. Potency, µM (top dose mostly 92.2 µM), without a hit: top-dose activity change, positive = activation, usual class: activators; further: % of control where 0% means no effect; nearly all actives have a fitted effect of over 45% in size
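H1299 (p53-null), stable ts p53-A138V + BP100-Luc; 1000 cells/well, Opti-MEM/10% FBS; cpd 4 pt, 1:5; 24 h, 37 deg C, 5% CO2; detection reagent 10 min RT; luminescence.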
MBNL1-CUG inh = inhibitors of human MBNL1 binding to CUG repeat RNA | Q9NR56 | TR-FRET MBNL1-His/biotin-(CUG)12 binding, 665/545 ratio | Potency, µM (series often up to 57.5 µM), for the others: at the highest dose activity change, negative = inhibition, usual class: inhibitors | actives 0.036% (n = 280,000); active means well fitted inhibition curve with a large enough effect in the signal ratio, with a control signal flat, not every such curve was filed as active; inconclusive means small, poorly fitted or top-dose-only effect, or effect the other way, or a change in a side signal; inactive means no such curve, though single readings can be large or run the other way; the % refers to the signal ratio; further: on the % scale 0 is the no-effect control and ±100 the full control effect
Target sequence (Q9NR56 whole entry, looked up): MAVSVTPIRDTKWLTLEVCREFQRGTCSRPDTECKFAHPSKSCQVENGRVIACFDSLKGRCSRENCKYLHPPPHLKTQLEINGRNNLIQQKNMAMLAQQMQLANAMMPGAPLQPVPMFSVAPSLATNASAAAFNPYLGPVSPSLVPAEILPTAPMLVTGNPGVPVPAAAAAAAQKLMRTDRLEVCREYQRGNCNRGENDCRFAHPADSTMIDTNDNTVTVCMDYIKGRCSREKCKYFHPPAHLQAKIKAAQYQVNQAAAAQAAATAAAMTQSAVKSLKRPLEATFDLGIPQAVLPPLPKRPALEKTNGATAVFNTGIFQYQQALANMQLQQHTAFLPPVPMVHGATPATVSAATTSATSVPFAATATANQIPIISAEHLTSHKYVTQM
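TR-FRET between His-tagged MBNL1 and biotin-(CUG)12 RNA, detected with Tb anti-His antibody (0.055 ng/ul) and streptavidin-XL665 (5 nM), 60 min at room temperature. Compounds titrated 92 nM to 58 uM; 665/545 nm ratio normalized to buffer and complex controls.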
NPC1 promoter act = activators of NPC1 promoter; Huh7 NPC1 promoter luciferase reporter, 24 h; Potency, µM (top dose mostly 9.22 µM), without a hit: at the top dose activation, actives largely listed as activators; actives 2.4% (n = 320,000); AID 485313;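 further: % of control where 0% means no effect; nearly all actives have a fitted effect of over 60% in size; reporter is driven by a mutant NPC1 promoter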
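Quantitative HTS used a cell-based reporter: Huh7 cells stably bearing the NPC1 promoter upstream of luciferase were treated with compounds for 24 h, and promoter activation was read as luminescence.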
uPA surface inh = inhibitors of cell surface uPA generation; Potency, µM (highest dose often 38.3 µM), for the others: at the top dose activity change, negative = inhibition, actives largely listed as inhibitors; cell surface uPA generation assay, qHTS; actives 0.31% (n = 330,000); active means well fitted inhibition curve with a large enough effect; inconclusive means small, poorly fitted or top-dose-only effect; inactive means no such curve, though single readings can be large or run the other way; tested in mouse RAW 264.7 cells; further: on the % scale 0 is the no-effect control and ±100 the full control effect; nearly all actives have a fitted effect of over 55% in size
VP16 counter = counter-screen for ROR gamma inhibitors: Gal4-VP16 reporter; Drosophila S2 Gal4-VP16 UAS-luciferase, luminescence, 20 h; Potency, µM (doses to about 53.6 µM), inactives show top-dose activity, negative = inhibition, hits mostly inhibitors; actives 3.5% (n = 310,000);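 further: Gal4-VP16 expression switched on by copper sulfate through the metallothionein promoter; on the % scale 0 is the no-effect control and ±100 the full control effect; nearly all actives have a fitted effect of over 50% in size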
RORg inh = inhibitors of mouse ROR gamma transcriptional activity | Potency, µM (series often up to 53.6 µM), without a hit: at the top dose activity change, negative = inhibition, actives largely listed as inhibitors | Drosophila S2 Gal4-RORgamma UAS-luciferase reporter, 20 h | actives 5.4% (n = 310,000); further: on the % scale 0 is the no-effect control and ±100 the full control effect; nearly all actives have a fitted effect of over 60% in size
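Using a luciferase readout, inhibitors were identified by reduced reporter activity in Drosophila cells coexpressing a copper-inducible Gal4–ROR gamma fusion and UAS-driven Photinus luciferase, incubated 20 hr after 700 uM copper sulfate.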
Starred values were filed as active, the others as inactive; ? = inconclusive; · = no result given; & = joins results of further samples; [ ] = dose if it differs, or a comment. Unless noted, the call rests on the fitted dose curve; in most records, active means well fitted curve in the direction sought with a large enough effect; inconclusive means small, poorly fitted or top-dose-only effect, or another doubt; inactive means no such curve, though single readings can be large; an effect the other way counts as inactive or inconclusive. Potency means the concentration at half of the fitted maximal effect.

SMILES | FLuc modulator | Rab9 prom act | BRCA1 expr act | ELG1 genotox | p53 reactivator | MBNL1-CUG inh | NPC1 promoter act | uPA surface inh | VP16 counter | RORg inh
COc1ccc(CN2C(=O)CCC2(C)C(=O)NC2CCCCC2)c(OC)c1 (stereo not given) | 2% | -5% | -6% | -2% | 2% | -4% | 2% | 7% | -13% | 1%
CC(=O)N1c2ccc(S(=O)(=O)NCC3CCC(C(=O)N4CCCC(C)C4)CC3)cc2CC1C (stereo not given) | -1% | -9% | -14% | 0% | 4% | -1% | -4% | -11% | 0% | 1%
CSc1ccc(CCNC(=O)CN2C(=O)CCSc3ccccc32)cc1 | 5% | -6% | -15% | -2% | -7% | -1% | 1% | 0% | 3% | 0%
CC(C)(C)c1cc(C(=O)O)n[nH]1 | 0% | -1% | 0% | 2% | -2% | -27% | 5% | 6% | 12% | 6%
O=C1CCN(C(=O)CSc2ccc(Cl)cc2)N1 | 0% | 17% | 2% | -1% | 6% | -5% | -6% | 7% | ? | ?
O=C(N/N=C/c1ccoc1)c1cc(O)cc(O)c1 | ? | 2% | 12% | 0% | ? | -3% | -4% | -2% | 2% | 2%
COc1cc(C)nc(N2CCCC(C(=O)NC3CCC(C)CC3)C2)n1 (stereo not given) | 11µM* | 4µM* | 3.5µM* | ? | ? | 1% | 3.2µM* | 14% | 1% | -6%
Cc1ccc(C(=O)N2CCC(C(N)=O)CC2)cc1C | -1% | 3% | 66% | -1% | 14% | -4% | 1% | · | -14% | -8%
COc1cc(C(=O)N(Cc2ccc(N(C)C)cc2)C2CCS(=O)(=O)C2)cc(OC)c1OC (stereo not given) | 8% | 8% | -6% | -7% | 0% | -6% | -1% | 2% | -1% | 4%
O=C(CN(Cc1ccccc1)S(=O)(=O)c1cccc(C(F)(F)F)c1)NC1CCCCC1 | 1% | -4% | -7% | 0% | 0% | -3% | -4% | 10% | -1% | -15%
COc1ccc2c(c1)CCc1cn3nc(C)cc3nc1-2 | -19% | -7% | -26% | -4% | -3% | ? | -7% | -12% | -3% | -11%
Cc1cnc(C(=O)Oc2c(C)ccc(C)c2C)cn1 | 3% | -2% | 21% | -8% | -3% | -4% | -9% | -7% | 4% | 1%

Profiles, quoted from the list.
Cc1ccc(C(=O)N2CCC(C(N)=O)CC2)cc1C across the screens: FLuc modulator = -1%; Rab9 prom act = 3%; BRCA1 expr act = 66%; ELG1 genotox = -1%; p53 reactivator = 14%; MBNL1-CUG inh = -4%; NPC1 promoter act = 1%; uPA surface inh = ·; VP16 counter = -14%; RORg inh = -8%
COc1ccc2c(c1)CCc1cn3nc(C)cc3nc1-2 across the screens: FLuc modulator = -19%; Rab9 prom act = -7%; BRCA1 expr act = -26%; ELG1 genotox = -4%; p53 reactivator = -3%; MBNL1-CUG inh = ?; NPC1 promoter act = -7%; uPA surface inh = -12%; VP16 counter = -3%; RORg inh = -11%

Next section:
SMILES | FLuc modulator | Rab9 prom act | BRCA1 expr act | ELG1 genotox | p53 reactivator | MBNL1-CUG inh | NPC1 promoter act | uPA surface inh | VP16 counter | RORg inh
Cc1cc(N(C)/N=C/c2ccccc2)nc(-c2ccccc2O)n1 | -15% | -1% | -36% | -8% | 7% | -6% | -1% | 13% | -1% | -14%
Cc1ccc(N2CN(CCC3=CCCCC3)CNC2=S)cc1 | 1% | -3% | 2% | -6% | -2% | · | 1% | 8% | 6.3µM* | 0.56µM*
Cc1nn(Cc2ccc(C(=O)N3N=C(C(F)F)CC3(O)C(F)F)cc2)c(C)c1[N+](=O)[O-] (stereo not given) | 10% | -9% | -46% | -8% | 11% | 4% | -1% | 4% | 10µM* | 13µM*
CCOc1ccc(C2C(C(=O)C3CC3)N3C=C(C#N)C=CC3C2(C#N)C#N)cc1 (stereo not given) | -5% | 17% | · | 5% | -21% | 32%[activator] | -6% | · | ? | ?
COc1ccccc1/C=C/C(=O)N1CCN(S(=O)(=O)c2cc(C)ccc2C)CC1 | 3% | -4% | -29% | -4% | 2% | · | 2% | 8% | · | ·
CCCC/C(O)=C1\C(=O)CCCC1=NCCc1c(C)[nH]c2ccccc12 | -1% | -14% | -22% | -8% | -3% | -4% | -1% | 2% | -3% | 30%
Cc1ccc(Nc2nc(NCCCN3CCOCC3)nc(N)c2[N+](=O)[O-])cc1C | 3% | 1% | -36% | 4% | -16% | 15% | -2% | 2% | -13% | -13%
CC(Sc1ncn[nH]1)C(=O)c1c(N)n(C)c(=O)n(C)c1=O (stereo not given) | 3% | -3% | -3% | 1% | -12% | · | -3% | 22% | · | ·
CCC(=O)N1CCN(c2ccc(NC(=O)c3ccc(Br)o3)cc2)CC1 | -13% | 1% | 36% | 15% | 11% | 7% | 8% | ? | -6% | 40%
CCn1c(=NC(=O)CSC(C)=O)sc2cc(F)ccc21 | -5% | · | -43% | · | · | -10% | · | -5% | 7% | ?
CCc1cccc(NC(=O)CN(C)S(=O)(=O)c2cccs2)c1 | -18% | 17% | 28% | 2% | 11% | -1% | 7% | 2% | -1% | 41%
Cc1ccc(C(=O)CN2CCN(c3ccccn3)CC2)c(C)c1 | 3% | 0% | 14% | 0% | 0% | 0% | -1% | -4% | 0% | 27%
CS(=O)(=O)Cc1ccc(C(=O)NNC(=O)c2cc(-c3ccccc3)n[nH]2)cc1 | · | · | -5% | -2% | 1% | · | · | 0% | · | ·
CC(=O)c1cccc(NC(=O)c2ccc(CN3CCc4ccccc4C3)cc2)c1 | ? | -17% | 3% | 10% | · | 0% | -2% | ? | ? | 16%
O=C(CSc1ncc(C(=O)O)n1-c1ccc(F)cc1)NCc1ccc2c(c1)OCO2 | 2% | -1% | -1% | -13% | -6% | -11% | -2% | 4% | -10% | 27%
CCOC(=O)c1sc(NC(=O)c2ccccc2C(=O)O)c(C(=O)OCC)c1C | -11% | -10% | 6% | -1% | -4% | · | -5% | -5% | 16% | ?
O=C(c1ccccc1)N1CCN(C(=O)C2CC2)CC1 | 1% | 0% | -7% | 1% | -1% | -2% | -5% | 1% | 2% | -30%
C=CCNC(=O)c1ccc(OC)cc1 | 6% | 3% | 26% | 4% | 1% | 6% | -5% | 7% | -4% | -14%
Cn1nnc2cc(C(=O)N3CCN(c4ccccn4)CC3)ccc21 | -1% | -3% | -15% | -2% | 3% | -9% | -3% | -1% | 16% | -25%
COc1cccc(NC(=S)N(CCCN2CCCC2)Cc2cccn2Cc2ccc(Cl)cc2)c1 | 0% | -7% | -74% | -5% | 18% | -11% | -5% | 2% | ? | ?
O=C(O)C1=C[C@H](c2csc3ccccc23)C[C@H](OCCCCO)O1 | -2% | 12% | 13% | 6% | 0% | ? | 1% | -12% | -11% | -1%
COC(=O)c1sccc1-c1ccc(C(=O)Nc2cccc(Cl)c2)o1 | 9.5µM* | 3.5µM* | 39% | 14% | 6% | 5% | ? | 7% | 1% | 21%
CC(=O)C1=C(C)N(Cc2ccccc2)C(=O)N[C@H]1CCc1ccccc1 | 8% | -2% | -35% | 6% | 0% | 9% | -1% | -6% | ? | ?
Cc1ccc(OC(=O)c2ccc3snnc3c2)cc1 | 9.5µM* | 0% | 4% | 3% | 1% | ? | 3% | -2% | -5% | 4%
Cc1ccccc1CC1(CO)CCCN(C(=O)c2cc(-c3ccccc3)no2)C1 (stereo not given) | -9% | -4% | -5% | -1% | 2% | -7% | 0% | 11% | -6% | 41%
COc1ccc2[nH]c(C)c(CCN(Cc3cccs3)C(=S)Nc3ccc(F)cc3)c2c1 | 3% | -7% | -42% | -9% | 1% | 1% | 2% | ? | -27% | -35%
CCN(CC(=O)Nc1ccc(NC(C)=O)cc1)C(=O)COc1ccccc1-c1ccccc1 | · | 11% | -28% | 0% | -2% | · | -7% | 0% | · | ·
CCOC(=O)Cc1cc(-c2ccc(O)cc2)nc2ccc3ccccc3c12 | -15% | -3% | -81% | 0% | -9% | -2% | 0% | 7% | -23% | -14%
C#CCSc1nc2[nH]ncc2c(=O)[nH]1 | 3% | -2% | 22% | -2% | -6% | · | -2% | 2% | -17% | 44%
COC(=O)c1cc(Nc2cc(C)c3ccc(O)cc3n2)cc(C(=O)OC)c1 | 0% | 10% | -10% | 5% | -3% | ? | 0% | 0% | -26% | 18%
CC(C)(C)C(=O)Nc1ccccc1N1CCN(C(=O)c2ccc(Cl)cc2)CC1 | 3% | -4%[1.84 µM] | -22% | -14% | -18% | 2% | -1% | 3% | 1% | 12%
COc1ccccc1NC(=O)c1ccc(NC2=NC3CS(=O)(=O)CC3S2)cc1 (stereo not given) | -6% | -1% | -11% | 1% | -1% | -8% | 2% | 9% | 2% | 10%
COc1ccc(CCN2C(=O)NC(NS(=O)(=O)c3ccc(NC(C)=O)cc3)(C(F)(F)F)C2=O)cc1OC (stereo not given) | 2%&-3% | -5% | -38% | 0% | 1% | -3% | -1% | 7% | -2% | 5%
O=C(CN(c1ccc(F)cc1)S(=O)(=O)c1ccc2c(c1)OCCO2)NCc1ccccn1 | 0% | 0% | 0% | 2% | -6% | -6% | -4% | -4% | 8% | 4%
O=C(NNC(=O)C1CC(c2cccs2)=NO1)Nc1ccccc1 (stereo not given) | -1% | -3% | 0% | 1% | 0% | 12% | 1% | 0% | -6% | 10%
Cc1ccccc1NC(=S)NC(=O)c1cc(-c2ccccc2)nc2ccccc12 | -7% | 3% | -24% | 1% | -19% | 8% | -3% | 7% | 4µM* | 1.8µM*

Hits appear at their usual frequency, and some 13% of all compounds hit somewhere here.
